Salmonella PhoP GFP: PhoP regulon inhibitors, Salmonella typhi PhoP promoter GFP reporter, confirmatory (AID 1850); one-dose inhibition, % at 50 µM; IC50 in µM for titrated hits; actives 0.33% (n = 310,000); Salmonella Typhi PhoP-promoter GFP reporter, fluorescence, 4 h; higher % means a stronger effect; in the data active = a potency from the dose series; inconclusive = inhibition mostly from about 25% at the one dose, without a potency; inactive = the rest, 99 in 100 with inhibition below about 19%;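 also: 0% = induced wells with vehicle and 100% = uninduced wells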
influenza NS1A: H1N1 influenza NS1A inhibitors, functional cell based assay (AID 504329); NS1A functional cell-based assay, percent inhibition; higher % means a stronger effect; actives 0.3% (n = 340,000); inhibition, % at 12.5 µM; hits with a dose series show IC50 in µM; in the data active = a potency from the dose series; inconclusive = inhibition above about 27% without an active follow-up result; also: strong numbers were not always called active
H37Rv inhibition: M. tuberculosis growth inhibition, HTS (AID 449762); M. tuberculosis H37Rv growth inhibition, 7H9 media; higher % means a stronger effect; inhibition, % at 25 µM; hits with a dose series show IC50 in µM; actives 0.59% (n = 330,000); in the data active = a potency from the dose series; inconclusive = inhibition above about 70% without an active follow-up result;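 also: bacterial growth assessed after seven days of incubation; strong numbers were not always called active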
M. tuberculosis: growth inhibition of non-replicating M. tuberculosis (AID 488890). actives 0.39% (n = 320,000). Mycobacterium tuberculosis non-replicating, growth inhibition; higher % means a stronger effect. inhibition, % at 25 µM, or IC50 in µM where a hit was titrated; in the data active = a potency from the dose series; inconclusive = inhibition mostly from about 82% at the one dose, without a potency; inactive = the rest, 99 in 100 with inhibition below about 76%;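 also: plate controls were DMSO cells for no effect and high antibiotic wells for full effect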
VEEV TC-83 Vero: inhibitors of VEEV TC-83 cytopathic effect, confirmation, Vero cells (AID 588727). one-dose inhibition, % at 20 µM; IC50 in µM for titrated hits. actives 0.13% (n = 350,000). Vero cells, VEEV TC-83 cytopathic effect inhibition; higher % means a stronger effect; in the data active = a potency from the dose series; inconclusive = inhibition mostly from about 14% at the one dose, without a potency; inactive = the rest, 99 in 100 with inhibition below about 12%; also: strong numbers were not always called active
VEEV TC-83 Vero 10K pilot screen: also measured in VEEV TC-83 Vero; calls as there; inhibition, %; measured here: 10K pilot screen inhibition
Active calls of the source: *; i = inactive; u = inconclusive; x = no result given.

SMILES | Salmonella PhoP GFP | influenza NS1A | H37Rv inhibition | M. tuberculosis | VEEV TC-83 Vero | others
Cc1ccc(S(=O)(=O)Cn2nnnc2CN2CCN(C(=O)c3ccco3)CC2)cc1 | 12% | 7% | 0% | 14% | 0.3%
CC(=O)OC1COC(OC2C(O)C(C)OC(OC3C(OC4CCC5(C)C(CCC6(C)C5CC=C5C7CC(C)(C)CCC7(C(=O)O)CCC56C)C4(C)CO)OCC(O)C3O)C2O)C(O)C1OC(C)=O (centres undefined) | -5% | x | -1% | 77% | x
CCOC(=O)/C(C#N)=C/c1ccc(OCC(=O)Nc2ccccc2)c(OC)c1 | -13% | 6% | 39% | 16% | i
O=C(CN1C(=O)NC2(CCCCC2)C1=O)Nc1ccc(N2CCCCC2)cc1 | x | 6% | -5% | 6% | 0.7%
COC(=O)c1ccc2c(=O)n(CCCCCC(=O)NCc3ccccn3)c(=O)[nH]c2c1 | -9% | 0% | -7% | -3% | 7.4% | VEEV TC-83 Vero 10K pilot screen=3.0
O=C(O)CSc1nccc2ccccc12 | -18% | 5% | 5% | 21% | 0.3%
COc1ccc(C(=O)Oc2ccc3oc(=O)sc3c2)cc1 | 7% | 3% | 46% | 29% | 0.4%
CC(Sc1ncnc2c1cnn2-c1ccccc1)C(=O)NCC1CCCO1 (centres undefined) | -7% | -10% | -7% | 8% | 3.3%
O=C(O)c1cc2c(ccc3ccccc32)o1 | 2% | -1% | 2% | 7% | 2.0%
Cc1cccc(C)c1OC(=O)CSc1nnc(-c2ccccc2)o1 | -10% | -3% | u | u | 0.6%
COc1cccc(/C=N/NC(=O)c2c(C)nc3ccc(Cl)cn23)c1O | -13% | 21% | 15% | -4% | 12%
O=C(NN=Cc1cc(Br)c(O)c(Br)c1)c1ccccc1NS(=O)(=O)c1cccs1 | x | 2% | 11% | 40% | i
C/C(=C1/SC(N2CC(C)OC(C)C2)=NC1=O)c1ccccc1 (centres undefined) | -3% | 0% | 2% | -8% | i
O=C(O)c1ccc2c(c1)C(=O)/C(=C\c1ccco1)C2=O | 3% | 13% | 9% | -15% | i
CS(=O)(=O)c1ccc(C(=O)NC(Cc2ccccc2)c2ccccc2)cc1 (centres undefined) | 2% | 7% | -3% | 13% | 1.3%
O=C1CCN(Cc2ccccc2)CCN1CCO | 9% | 13% | -2% | -24% | i
COc1ccc(N2CCC(CNC(=S)Nc3cc(C)ccc3C)C2)cc1 (centres undefined) | 7% | 13% | 4% | u | 0.7%
O=C(NNc1cc(Br)c(O)c(Br)c1)c1ccccc1 | -9% | -7% | 26% | 74% | 0.2%
Cc1cc(C)c(OCC(=O)OCC(=O)N2CCCc3ccccc32)c(C)c1 | 20% | -16% | 17% | u | 1.4%
CCc1nnc(NC(=O)c2cc(-c3ccco3)nc3ccccc23)s1 | -3% | 9% | -5% | 7% | 9.4%
COc1ccc2oc(=O)c(C(=O)N3CCN(c4ccccc4F)CC3)cc2c1 | 4% | -1% | -3% | 3% | i
Cc1cc(=O)oc2n[nH]c(-c3ccccc3)c12 | -13% | -19% | -4% | -7% | 1.4%
Fc1ccc(/C=N/Nc2nc3ccccc3[nH]2)cc1F | 30% | 1% | 1% | 49% | i
O=C(C[C@@H]1C/C=C\C[C@@H](Cc2ccc(F)cc2)C(=O)OC[C@@H]2CCCN2C1=O)NCCO | x | -11% | 4% | -2% | i
CCOC(=O)CNC(=O)c1ccc(SCC)cc1 | 4% | 2% | 3% | 76% | i
CCOC(=O)N1CCN(C(=O)C(CC(C)C)NC(=O)C2CCCCC2)CC1 (centres undefined) | -3% | -4% | x | -3% | 0.2%
COc1ccc(C(=O)OCc2csc(C)n2)c(O)c1 | -21% | 0% | 15% | 49% | 3.4%
Cc1cc(N2CCN(c3ccc(C(F)(F)F)cc3[N+](=O)[O-])CC2)c2ccccc2n1 | 2% | 5% | 21µM* | 66% | 2.2%
Cc1ccc(-c2csc(NC(=O)c3ccc(F)cc3)c2C(=O)O)cc1 | -14% | -14% | 19% | 59% | 0.8%
CCc1ccccc1NC(=O)CN(C)C(=O)COc1ccc(C)nc1[N+](=O)[O-] | -3% | 5% | x | 29% | 0.0%
COC(=O)Cn1cnc2sc(C)c(S(=O)(=O)N3CCN(c4ccccc4OC)CC3)c2c1=O | 3% | 1% | -6% | 0% | 1.1%
COc1ccc(Cl)cc1C(=O)NNC(=O)CNC(=O)c1ccc(C)s1 | x | -10% | -1% | 10% | 1.1%
COc1ccc(-c2cc(C(=O)NCC(c3ccco3)N(C)C)c3ccccc3n2)cc1OC (centres undefined) | 4% | -5% | 8% | 4% | 9.7%
CCCCCc1nc(N)c(C#N)c(-c2ccco2)c1CCCC | -1% | 17% | -2% | -11% | i
CCNc1nc(N)nc(Oc2ccc(OCc3ccccc3)nn2)n1 | -2% | 22% | 4% | 14% | 2.7%
CCOc1ccc(-c2nnn(CC(=O)N3CCCC3)n2)cc1OCC | 5% | 10% | 1% | -15% | 0.6%
CC(=O)Nc1cccc(OCCCNC(=O)c2ccc(C(C)(C)C)cc2)c1 | 2% | x | -8% | 14% | 2.3%
CCOc1ccccc1NC(=O)C(NC(=O)C1CCC(C)CC1)C(C)C (centres undefined) | 9% | 3% | -5% | 24% | 2.5%
CCc1nnc(NC(=O)[C@@H](NC(=O)c2cccc(S(=O)(=O)N3CCOCC3)c2)C(C)C)s1 | 9% | -28% | -5% | 3% | 0.3%
CC(C)c1ccc(N2C(=O)NC(=O)/C(=C\C=C\c3ccco3)C2=O)cc1 | 1% | x | 22µM* | u | x
COc1ccc(OC)c(NS(=O)(=O)c2cccs2)c1 | -10% | 1% | 4% | 13% | 0.2%
CCN1C(=O)c2cccc3c(S(=O)(=O)N(C(=O)c4cccnc4)c4ccc(OC)cc4)ccc1c23 | -9% | -11% | 9% | -3% | 2.4%
CC(=O)Nc1ccc(NC(=O)COc2ccc(S(=O)(=O)NC(C)c3ccccc3)cc2)cc1 (centres undefined) | 0% | -5% | -6% | -10% | 0.5%
C[C@@H]1CCC[C@]2(O[C@@H](CCO)C[C@@H](O)[C@@H]2O)O1 | -2% | -12% | 12% | -8% | i
CN(c1ccc(C(=O)N2CCN(Cc3ccc4c(c3)OCO4)CC2)cc1)S(=O)(=O)c1ccccc1 | 8% | 9% | 28% | 4% | i
COc1ccc(C(=O)Nc2cc(S(=O)(=O)N3CCCCC3)ccc2OC)cc1 | x | 0% | 1% | 0% | 5.4%
Cc1ccc(-n2ncc(C(=O)NCC3CCN(C4CCCC4)C3)c2C2CCN(C(=O)OC(C)(C)C)CC2)cc1C (centres undefined) | 9% | 5% | 1% | 50% | i
O=C(NCCc1ccccn1)c1nc(Cn2ccc([N+](=O)[O-])n2)no1 | 2% | 4% | -1% | -10% | 0.4%
Cc1cc([N+](=O)[O-])ccc1N(C)C | 0% | 5% | -3% | -14% | 0.2%
Cc1csc(SC(C)C(=O)NCC2CCCCC2)n1 (centres undefined) | 3% | -10% | 1% | 77% | 1.0%
CCOC(=O)C1(Cc2ccc(Cl)cc2)CCN(CCCn2cccn2)CC1 | -14% | 1% | 15% | 36% | i
CC1CCCCN1C(=O)CSc1nnc(-c2ccco2)n1C (centres undefined) | -10% | -7% | 6% | 4% | 0.8%
CCOC(=O)c1c(NC(=O)C[n+]2ccc(Cc3ccccc3)cc2)sc(C)c1C | 2% | -1% | u | 79% | 0.9%
COc1cnc(-c2ccccn2)nc1Sc1ccccc1Cl | -2% | -27% | u | u | i
Cc1ccc2c(c1)Sc1ccccc1CC2=O | -1% | -16% | -4% | 28% | 3.4%
CCCOc1ccc(C(CC(=O)O)NC(=O)C23CC4CC(CC(C4)C2)C3)cc1 (centres undefined) | 5% | 4% | 6% | 4% | 1.6%
CC(C)(C)C1CCc2onc(C(=O)Nc3ccc(F)cc3F)c2C1 (centres undefined) | -4% | -4% | 4% | -2% | 3.3%
COC(=O)CN(c1ccc(C)c(Cl)c1)S(C)(=O)=O | 4% | -6% | -2% | -2% | 0.9%
O=C(NCCN1CCN(c2cccc(Cl)c2)CC1)c1ccc(CSc2nc3ccncc3[nH]2)cc1 | -7% | 2% | 23µM* | u | 4.9%
CCCN1CCN(CCCNC(=O)c2ccc3c(Cl)c4c(nc3c2)CCCC4)CC1 | -14% | -4% | -1% | 57% | 0.0%

Fetched one by one from the list above, 2 records:
SMILES | Salmonella PhoP GFP | influenza NS1A | H37Rv inhibition | M. tuberculosis | VEEV TC-83 Vero | others
CCCN1CCN(CCCNC(=O)c2ccc3c(Cl)c4c(nc3c2)CCCC4)CC1 | -14% | -4% | -1% | 57% | 0.0%
CC(C)(C)C1CCc2onc(C(=O)Nc3ccc(F)cc3F)c2C1 (centres undefined) | -4% | -4% | 4% | -2% | 3.3%

(further entries)
SMILES | Salmonella PhoP GFP | influenza NS1A | H37Rv inhibition | M. tuberculosis | VEEV TC-83 Vero | others
COc1cc2nc(SCC(=O)NCc3ccco3)n(Cc3ccc(Cl)cc3)c(=O)c2cc1OC | 3% | 0% | 4% | -7% | 0.1%
CCOC(=O)C1=C(C)N=C2SCCC(=O)N2[C@@H]1/C=C/c1ccccc1 | -8% | 1% | -9% | x | 1.5%
Cc1cccc(C)c1NC(=S)N/N=C/c1ccc(OCCC(C)C)cc1 | 3% | -4% | -4% | -13% | i
COc1cccc(C(=O)Nc2ccc3c(c2)C(=O)c2ccccc2C3=O)c1 | -1% | 15% | -3% | -3% | i
Cc1ccc[n+](-c2[nH]c(=O)sc2/C=N/NC(=O)c2ccccc2[O-])c1 | 1% | -2% | 10% | -13% | 2.5%
O=C(CCN1C(=O)C2CCCCC2C1=O)Nc1nc(-c2ccccc2)cs1 (centres undefined) | -5% | 13% | 4% | -11% | 0.1%
COc1cc(C(=O)N/N=C/c2ccccn2)cc(OC)c1OC | 11% | -6% | 39% | 66% | 4.5%
Cn1c(Oc2ccccc2NCc2cccc(Br)c2)cc(=O)n(C)c1=O | -2% | 4% | -2% | 4% | 4.0%
CCn1c(=O)n(CC)c2cc(S(N)(=O)=O)ccc21 | -9% | 3% | -7% | x | 0.2%
O=C(O)c1cc2nc(C3CC3)cc(C(F)(F)F)n2n1 | x | 3% | -6% | -5% | 1.6%
COCCn1c(SCC(=O)Nc2ccc(F)cc2F)nc2c([nH]c3ccccc32)c1=O | -6% | 12% | -1% | 1% | 0.5%
O=C(c1ccco1)N1CCN(C(=O)c2sccc2-c2ccccc2)CC1 | 19% | -6% | -5% | 13% | 2.2%
CCOC(=O)C(C)Sc1nc(=O)n2ccccc2n1 (centres undefined) | 4% | -6% | -6% | -22% | 0.4%
COc1cc(OC)c(C(=O)O/N=C(\N)c2ccccc2)cc1OC | -8% | -2% | 12% | 20% | 3.4%

Filtered by structure: those above with an aryl thioether with sulfur outside any ring.
SMILES | Salmonella PhoP GFP | influenza NS1A | H37Rv inhibition | M. tuberculosis | VEEV TC-83 Vero | others
O=C(O)CSc1nccc2ccccc12 | -18% | 5% | 5% | 21% | 0.3%
CC(Sc1ncnc2c1cnn2-c1ccccc1)C(=O)NCC1CCCO1 (centres undefined) | -7% | -10% | -7% | 8% | 3.3%
Cc1cccc(C)c1OC(=O)CSc1nnc(-c2ccccc2)o1 | -10% | -3% | u | u | 0.6%
CCOC(=O)CNC(=O)c1ccc(SCC)cc1 | 4% | 2% | 3% | 76% | i
Cc1csc(SC(C)C(=O)NCC2CCCCC2)n1 (centres undefined) | 3% | -10% | 1% | 77% | 1.0%
CC1CCCCN1C(=O)CSc1nnc(-c2ccco2)n1C (centres undefined) | -10% | -7% | 6% | 4% | 0.8%
COc1cnc(-c2ccccn2)nc1Sc1ccccc1Cl | -2% | -27% | u | u | i
O=C(NCCN1CCN(c2cccc(Cl)c2)CC1)c1ccc(CSc2nc3ccncc3[nH]2)cc1 | -7% | 2% | 23µM* | u | 4.9%
COc1cc2nc(SCC(=O)NCc3ccco3)n(Cc3ccc(Cl)cc3)c(=O)c2cc1OC | 3% | 0% | 4% | -7% | 0.1%
COCCn1c(SCC(=O)Nc2ccc(F)cc2F)nc2c([nH]c3ccccc32)c1=O | -6% | 12% | -1% | 1% | 0.5%
CCOC(=O)C(C)Sc1nc(=O)n2ccccc2n1 (centres undefined) | 4% | -6% | -6% | -22% | 0.4%
